UPR CHOP act = activators of apoptotic arm of unfolded protein response (CHOP). CHO-CHOP luciferase reporter, UPR activation, luminescence; percent of tunicamycin response over DMSO baseline. activation, % at 10 µM. 330,000 compounds, 0.34% hits. AID 449763;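 active means at 10 µM dose, activation of 40% or more, normalized to positive control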;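 further: 100% = tunicamycin at 10 µg/mL and 0% = DMSO alone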
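Material: CHO-CHOP cells, stable luciferase reporter of PERK-eIF2a-CHOP signalling; quantity: 500 reporter cells seeded per well; buffer or medium: F12 medium containing 10% fetal bovine serum; compound: one dose, 10 µM in 0.5% DMSO; incubation: 6 h compound treatment, 37 °C; measured by: Steady-Glo luciferase luminescence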
Jurkat NFkB inh = inhibitors of the PMA/ionomycin-induced NF-kB reporter in Jurkat cells. PMA/ionomycin-induced NF-kB luciferase reporter, luminescence. inhibition, % at 4 µM. 330,000 compounds, 0.53% hits; in the data active means inhibition above about 50%
Mdm2-MdmX inh = inhibitors of human Mdm2/MdmX interaction. SaOS-2 split-luciferase Mdm2/MdmX complementation, luminescence. 330,000 compounds, 3% hits. AID 485346. inhibition, % at 8 µM. O15151+Q00987;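 active means inhibition of at least 50% at 8 µM in the primary screen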
697 NFkB inh = lowers PMA/ionomycin-induced NF-kB signal in 697 B cells; 330,000 compounds, 0.33% hits; 697 B-cell NF-kB luciferase reporter, 16 h; inhibition, % at 4 µM; in the data active means inhibition above about 35%
XBP1 UPR activ = activators of adaptive arm of unfolded protein response (XBP1) | 330,000 compounds, 0.33% hits | CHO-XBP1 luciferase reporter, IRE1-XBP1 UPR activation, luminescence; percent of tunicamycin response, DMSO as zero | activation, % at 20 µM | AID 463104;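 active means versus positive control, 20 µM dose yields 30% or more activation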;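 further: 100% = tunicamycin at 10 µg/mL and 0% = DMSO only wells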
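Assay system: IRE1-XBP1 luciferase reporter CHO line. Input: 1000 cells/well. Buffer or medium: F12 with 10% serum. Doses: 20 µM, 1% DMSO. Times: overnight seeding at 37 °C, 6 h compound treatment at 37 °C. Technique: Steady-Glo luciferase glow luminescence, 10 min after reagent addition.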
EBI2 antag = EBI2 (human) antagonism; P32249; inhibition, % at 5 µM; EBI2 beta-arrestin recruitment, luminescence, 7a,25-OHC stimulated; 360,000 compounds, 0.81% hits; AID 651636; in the data active means inhibition above about 38%;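 further: enzyme fragment complementation signal reports receptor beta-arrestin coupling in cells; 0% = agonist plus DMSO wells and 100% = wells without agonist; some results beyond the cut were filed as inactive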
Target sequence (P32249 whole entry, looked up, the tested form may be a part): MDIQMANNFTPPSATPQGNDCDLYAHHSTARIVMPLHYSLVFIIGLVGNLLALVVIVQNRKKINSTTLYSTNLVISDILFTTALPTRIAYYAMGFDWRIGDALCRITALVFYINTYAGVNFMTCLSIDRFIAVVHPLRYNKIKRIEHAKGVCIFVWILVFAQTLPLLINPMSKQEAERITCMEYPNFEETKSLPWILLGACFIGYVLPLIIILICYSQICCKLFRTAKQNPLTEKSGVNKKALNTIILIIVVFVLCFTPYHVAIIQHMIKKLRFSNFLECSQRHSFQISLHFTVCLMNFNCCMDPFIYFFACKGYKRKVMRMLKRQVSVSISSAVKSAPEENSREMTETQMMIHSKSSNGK
CXCR6 inh = inhibitors of human CXCR6 receptor; inhibition, % at 20 µM; 360,000 compounds, 0.36% hits; O00574; CHO-K1 PathHunter CXCR6 beta-arrestin, luminescence; AID 602244; in the data active means inhibition above about 34%, passing the limit was not always enough;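 further: antagonist mode with CXCL16 agonist at 10 nM final; 0% = 10 nM CXCL16 with DMSO and 100% = unstimulated wells without agonist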
Target sequence (O00574 whole entry, looked up): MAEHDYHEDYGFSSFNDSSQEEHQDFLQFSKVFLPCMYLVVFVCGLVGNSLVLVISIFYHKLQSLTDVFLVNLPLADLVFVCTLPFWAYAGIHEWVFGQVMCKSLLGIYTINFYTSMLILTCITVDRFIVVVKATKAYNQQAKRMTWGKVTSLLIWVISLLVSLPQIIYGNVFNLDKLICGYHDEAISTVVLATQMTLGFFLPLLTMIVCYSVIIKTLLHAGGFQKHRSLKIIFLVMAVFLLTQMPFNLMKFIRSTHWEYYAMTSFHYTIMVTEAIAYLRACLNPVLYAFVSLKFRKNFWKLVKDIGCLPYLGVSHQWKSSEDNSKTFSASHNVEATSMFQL
Gli-Sufu antag = Gli-Sufu pathway antagonism; Sufu-KO-LIGHT fibroblasts, Gli luciferase reporter luminescence; inhibition, % at 5 µM; 340,000 compounds, 0.74% hits; AID 588413;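 active means inhibition above about 55%, limit read from the data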;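 further: 0% = DMSO-treated cells and 100% = wells with medium but no cells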
CCR6 antag = CCR6 (human) receptor antagonism. P51684. CHO-K1 CCR6 PathHunter beta-arrestin, luminescence, CCL20-stimulated. inhibition, % at 20 µM. 340,000 compounds, 0.49% hits. AID 493098;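 active means compounds whose inhibition of the agonist-driven luminescence signal at 20 µM reaches about 50%, limit read from the data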;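 further: cells stimulated with CCL20 at 14 nM final; plate controls were DMSO with CCL20 for no effect and DMSO without agonist for full effect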
Target sequence (P51684 whole entry, looked up): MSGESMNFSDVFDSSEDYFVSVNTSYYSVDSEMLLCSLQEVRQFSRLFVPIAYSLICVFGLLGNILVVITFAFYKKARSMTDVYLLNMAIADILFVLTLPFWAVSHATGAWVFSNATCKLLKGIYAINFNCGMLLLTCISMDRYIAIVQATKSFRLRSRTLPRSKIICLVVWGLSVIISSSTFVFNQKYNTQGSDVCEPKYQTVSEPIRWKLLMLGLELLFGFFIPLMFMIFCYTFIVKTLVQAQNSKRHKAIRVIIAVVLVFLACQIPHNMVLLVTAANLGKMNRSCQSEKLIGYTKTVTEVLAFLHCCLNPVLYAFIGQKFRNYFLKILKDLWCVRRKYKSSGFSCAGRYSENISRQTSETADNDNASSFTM
An asterisk follows results filed as active; . = not tested or not shown; & = joins results of further samples.

canonical_smiles,UPR CHOP act,Jurkat NFkB inh,Mdm2-MdmX inh,697 NFkB inh,XBP1 UPR activ,EBI2 antag,CXCR6 inh,Gli-Sufu antag,CCR6 antag
O=C(O)/C=C/c1cccc(NS(=O)(=O)c2ccccc2)c1,-2.1,1,26,1,-2,-6,3,5,-7
CCOC(=O)CCNC(=O)Nc1ccc2nc(C)n(Cc3ccc(Cl)cc3)c(=O)c2c1,-0.7,0,-18,9,-1,-5,-3,0,12
CCN(CC)S(=O)(=O)c1ccc(Cl)c(NC(=O)CSc2cccc[n+]2[O-])c1,0.4,14,3,12,-2,-1,4,6,3
CC(Sc1ccsc1[N+](=O)[O-])C(=O)NCc1ccccc1 (stereo not drawn),-1.8,11,1,-1,0,.,.,.,.
Cc1ccc(NC(=O)CCc2c(C)nc3ncnn3c2C)cc1,-2.1,-1,2,-11,-2,7,-3,9,7
COc1cc2[nH]c(=S)n(CCN3CCOCC3)c(=O)c2cc1OC,-0.8,10,4,5,-4,4,6,-7,-12
O=C(O)C1CCCCC1C(=O)NC1C2CC3CC(C2)CC1C3 (stereo not drawn),0.1,-1,15,-15,-2,6,-9,-2,12
CCOc1cccc(CNCc2cccnc2)c1OCc1ccccc1,-0.5,1,-2,-2,-3,-4,-3,6,5
CCn1cc(Br)c(C(=O)Nc2ccc(C(=O)OC(C)C)cc2)n1,4.5,-3,-20,0,3,7,-14,-26,1
CNC(=O)C(NC(=O)CNC(=O)c1ccc(Cl)cc1)C(C)(C)C (stereo not drawn),-0.3,4,9,7,-3,-8,-2,1,2
Cc1ccccc1-n1nc(-c2cccnc2)cc1C(=O)N/N=C/c1ccncc1,0.2,-4,-3,13,-2,4,-4,5,4
COc1ccccc1/C=N\NC(=O)c1c(C)nc2ccc(Cl)cn12,2.7,3,14,1,-4,-15,16,-2,9
O=C(C1CCCN(Cc2cccc(Cl)c2)C1)N1CCCCC1 (stereo not drawn),0.2,-9,3,2,2,0,7,3,0
CCOC(=O)CNC(=O)c1nn(-c2ccc(OCC)cc2)c(=O)c2ccccc12,-2.0,-19,-31,-21,1,6,0,2,2
CC(C)[C@H](NC(=O)N1CC(=O)Nc2ccccc21)C(=O)N[C@H](Cc1ccccc1)C(=O)O,0.8,5,-16,12,5,7,-4,-4,-1
O=C(NC1CCCC1)C1CCN(c2cnccn2)CC1,-1.3,4,17,1,-3,4,-6,-5,-4
CC(NC(=O)Cc1ccccc1[N+](=O)[O-])c1ccccc1 (stereo not drawn),1.1,-5,-9,-11,-4,.,.,.,.
COc1ccc(CCN(Cc2cc3cc(C)ccc3[nH]c2=O)C(C)=O)cc1OC,-1.0,4,6,8,2,0,-6,9,6
O=S(=O)(c1ccccc1)N1CCN(c2nnc(-c3ccccc3)c3ccccc23)CC1,0.4,15,-35,5,0,23,9,2,22
Cc1nc(-c2ccccc2)sc1C(=O)/C=C/c1ccccc1,0.8,-12,17,-30,4,55*,-5,20,12

(listing goes on)
canonical_smiles,UPR CHOP act,Jurkat NFkB inh,Mdm2-MdmX inh,697 NFkB inh,XBP1 UPR activ,EBI2 antag,CXCR6 inh,Gli-Sufu antag,CCR6 antag
Cc1cccc(NC(=O)CSc2n[nH]c(-c3cccnc3)n2)c1,0.3,9,11,6,1,-15,-11,-5,-4
Cc1cccn2cc(CNC(=O)CC3CCCC3)nc12,-0.5,3,8,3,-2,-11,-7,2,10
Cc1ccc(-n2c(O)c(/C=N/n3cnnc3)c3ccccc3c2=O)cc1,0.4&0.2,18&-2,9&-3,9&3,-4&0,-3&-7,0&-11,-2&1,-14&-12
Cc1ccccc1-n1ncc2c1CC(C)(C)CC2NC(=O)CSc1ccncc1 (stereo not drawn),-0.5,8,12,14,-4,-2,-5,7,17
O=C(Cn1ccc([N+](=O)[O-])n1)N1CCCc2ccccc21,-0.5,-65,35,-53,-6,-11,4,-1,1
COc1ccccc1C(CNC(=O)C1CC(=O)N(Cc2ccc(C)cc2)C1)N1CCCC1 (stereo not drawn),-1.6,11,22,-6,-2,3,2,13,18
C#CC1(NC(=O)NC(=O)c2c(F)cccc2F)CCCCC1,-0.3,-1,-22,-16,-3,-1,-2,6,12
O=C(NCC1CCCO1)c1cc2n(n1)C(C(F)(F)F)CC(c1ccc(F)cc1)N2 (stereo not drawn),1.4,3,20,12,-3,-7,2,4,-6
CC(=O)Nc1ccc(NC(=O)COC(=O)Cc2c[nH]c3ccccc23)cc1,1.7,4,16,28,3,-13,-10,1,2
COc1ccc(OC)c(-n2c(-c3ccc(C)cc3)n[nH]c2=S)c1,0.2,-6,-49,-41,6,6,11,4,2
Cc1ccc(-n2nc(CC#N)c(C#N)c2N)cc1,-2.8,-11,-3,11,-4,-12,-6,-1,5
O=C(CCN1C(=O)COc2ccccc21)N1CCCCC1,0.3,5,-4,19,1,-18,3,-1,-20
O=C(CN(Cc1ccccc1Cl)C(=O)c1ccc(CN2CCOCC2)o1)NCc1ccccc1,-1.3,-16,-2,22,-2,24,-2,25,5
CCn1nc(C(=O)OCC(=O)c2c[nH]c3ccccc23)c2ccccc2c1=O,-1.9,-6,10,0,1,36,-6,6,-2
Cc1nn(C)c(C)c1Nc1ccc(N2C(=O)C3CC=CCC3C2=O)cc1[N+](=O)[O-] (stereo not drawn),-1.7,7,20,-16,-1,3,1,-7,17
O=C1NC(=O)C2(CCCc3ccccc32)N1 (stereo not drawn),-3.5,17,5,-15,-4,-5,5,-1,7
CN(C)C(=O)C1Cc2ccccc2CN1S(=O)(=O)c1ccc(F)cc1 (stereo not drawn),-0.6,-5,10,6,-2,-14,-4,27,2
O=C(O)c1ccccc1C(=O)NC1CCN(c2nccc(C(F)(F)F)n2)CC1,-2.3,-2,6,-2,-1,-13,7,-15,6
CCOc1ncccc1C(=O)NCCc1ccc(OC)cc1,0.2,28,34,-36,4,-7,13,12,7
Cc1cccn2c(=O)c3cc(C(=O)N4CC(C)CC(C)C4)sc3nc12 (stereo not drawn),1.7,-7,33,12,9,7,5,0,12

(further entries)
canonical_smiles,UPR CHOP act,Jurkat NFkB inh,Mdm2-MdmX inh,697 NFkB inh,XBP1 UPR activ,EBI2 antag,CXCR6 inh,Gli-Sufu antag,CCR6 antag
COc1ccccc1C(C)NS(=O)(=O)c1cccs1 (stereo not drawn),1.2,3,17,0,-2,.,.,.,.
CCOC(=O)N1CCN(C(=S)NC(C)(C)C)CC1,-2.6,3,5,14,-1,0,-10,-2,2
CC(=O)NC1C(Oc2cccc(C)c2)OC2COC(c3ccco3)OC2C1O (stereo not drawn),0.9,2,6,11,-3,-12,-4,-1,-4
Cc1ccc(N2C(=O)NC(NC(=O)C(C)(C)C)(C(F)(F)F)C2=O)cc1C (stereo not drawn),-1.9,4,4,9,-1,-6,8,-2,8
Cn1cccc1CNC(=O)Nc1ccc(Cl)cc1,1.6,-36,-28,-25,-2,-5,4,-11,2
COC(=O)c1cc(NC(=O)Cc2cccs2)cc(C(=O)OC)c1,0.1,10,3,12,-7,-4,0,-2,10
Cc1ccc(N(Cc2ccco2)C(=O)c2cccc(S(=O)(=O)N(C)C)c2)cc1,-1.8,-14,16,14,-3,10,-4,-20,-5
COc1ccc(C2CC(=O)Oc3cc4c(cc32)OCO4)cc1 (stereo not drawn),1.1,.,15,7,0,-6,4,-3,14
COc1ccc(S(=O)(=O)N2CCC(NC(=O)C3CCCCC3)CC2)cc1,-0.9,21,10,12,-2,1,6,-27,3
c1cc(CN2CCCCC2)cc(OCCCNc2nc3ccccc3s2)c1,0.6,-15,16,0,-3,13,-6,13,-5
CCc1cccc(NC(=O)C2CCCN(S(=O)(=O)c3cccnc3)C2)c1 (stereo not drawn),0.7,8,8,-3,-5,-25,7,-12,4
COc1ccc(-c2nc3cnccn3c2NCc2ccccc2)cc1SC1CCCCC1,0.2,3,20,12,-2,3,-6,6,-3
COc1ccc(Cn2c(SCC#N)nc3ccc(N4CCOCC4)cc3c2=O)cc1,2.5,-77,-82,-74,2,-3,3,-62,-3
OCC[C@H]1C[C@H](O)[C@@H](O)[C@@]2(Cc3ccccc3CCO2)O1,-0.7,20,-2,7,0,9,1,10,13
CCCn1c(CCC(=O)O)nc2cc(S(=O)(=O)N(CC)CC)ccc21,0.5,-7,13,23,0,-4,0,2,-7
CN(Cc1cnn(C)c1)Cc1nc(C(c2ccccc2)c2ccccc2)no1,0.1,-4,13,3,0,0,3,-22,-2
C/C(=N\OCC(=O)Nc1ccccc1C(C)(C)C)c1ccc2c(c1)OCCO2,1.6,5,27,11,0,9,2,0,-9
COCCCNCC(=O)Nc1ccc(OC(F)(F)F)cc1,1.0,2,-10,19,-1,-4,2,-28,-3
COc1ccccc1NC(=O)CCCC(=O)OCC(=O)c1ccc(F)cc1,1.6,-2,27,-1,-1,-5,-1,-5,13
O=C(CSC1=NCCS1)NC1CCCCC1,-1.4,-18,23,6,4,-14,9,3,7

Among those listed so far, 3 contain a furan ring, fused or not:
canonical_smiles,UPR CHOP act,Jurkat NFkB inh,Mdm2-MdmX inh,697 NFkB inh,XBP1 UPR activ,EBI2 antag,CXCR6 inh,Gli-Sufu antag,CCR6 antag
O=C(CN(Cc1ccccc1Cl)C(=O)c1ccc(CN2CCOCC2)o1)NCc1ccccc1,-1.3,-16,-2,22,-2,24,-2,25,5
CC(=O)NC1C(Oc2cccc(C)c2)OC2COC(c3ccco3)OC2C1O (stereo not drawn),0.9,2,6,11,-3,-12,-4,-1,-4
Cc1ccc(N(Cc2ccco2)C(=O)c2cccc(S(=O)(=O)N(C)C)c2)cc1,-1.8,-14,16,14,-3,10,-4,-20,-5

(listing goes on)
canonical_smiles,UPR CHOP act,Jurkat NFkB inh,Mdm2-MdmX inh,697 NFkB inh,XBP1 UPR activ,EBI2 antag,CXCR6 inh,Gli-Sufu antag,CCR6 antag
CCCOc1ccccc1OCC(=O)N1CCN(S(=O)(=O)c2ccc(Cl)cc2)CC1,-0.3,0,-4,-8,-1,14,2,1,12
COc1ccccc1NC(=S)N1CCN(Cc2ccccc2)CC1,5.0,12,-13,-5,-1,-11,0,3,-4
CC1CN(c2ccc([N+](=O)[O-])cc2Cl)CCN1S(C)(=O)=O (stereo not drawn),0.3,4,-17,25,2,-12,-6,3,12
NC(=O)c1ccc(NC(=O)CSc2cn(CC(=O)N3CCOCC3)c3ccccc23)cc1,-1.3,7,11,-1,-5,-2,7,-13,9
COC(=O)CSc1nc(-c2ccc(C)cc2)c2c(c1C#N)CCCC2,0.4,6,17,13,-3,-1,7,0,13
O=C(COC(=O)c1cccnc1Cl)c1ccc(F)cc1,6.9,-11,-4,-31,10,-11,-4,5,-5
Cc1cc(C(=O)NCC(=O)O)c(C)o1,1.4,4,16,13,-4,-6,-4,-4,6
CC(=O)c1cc(C(C)=O)c(C)nc1C,1.3,-5,7,6,0,-12,-9,-9,-5
CCn1nc(C(=O)OCc2c(C)noc2C)c2ccccc2c1=O,-0.9,5,11,2,0,3,8,0,23
Cc1cc(C)n2nc(C(=O)OCC(=O)c3ccc(F)cc3)nc2n1,2.7,3,3,15,1,3,-7,-7,8
COc1ccccc1NC(=O)CN(c1ccc([N+](=O)[O-])cc1)S(=O)(=O)c1ccccc1,3.6,28,20,-38,-1,0,3,8,14
C[C@H](NC(=O)[C@H]1N2C(=O)c3ccccc3C2SC1(C)C)C(=O)NCc1ccncc1 (stereo partly drawn),-1.5,-6,11,-1,1,-4,4,-14,-11

High-throughput results from PubChem.
